MMP13 inh = MMP13 (human) collagenase inhibition; MMP-13 fTHP FRET cleavage, Mca fluorescence; inhibition, % at 4 µM; hit rate 0.07% among 65,000; AID 570;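 active = inhibition above the mean of compound-free control plate wells plus 3 SD, cut at about 14% in these data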;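 also: 0% = DMSO wells and 100% = wells with reference MMP-13 inhibitor after basal subtraction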
Jurkat tox 60K = reduces viability or proliferation of Jurkat cells; Jurkat E6.1 viability, ATP luminescence, 48 h; inhibition, % at 4 µM; hit rate 1.2% among 56,000; AID 463;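 active = inhibition above the mean inhibition of all tested compounds plus 3 SD, cut at about 28% in these data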
TNAP act DEA = human TNAP activation, intermediate phosphate acceptor; activation factor at 20 µM; purified TNAP, CDP-star luminescence, 100 mM DEA, 30 min; active compounds read high; scale: 0 levamisole-inhibited, 1 vehicle-only enzyme; P05186; AID 813; 64,000 tested, under 10 active;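 active = activation factor of at least 2 at 20 µM, relative to controls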
MKP-1 inh = human dual specificity phosphatase 1 inhibition; P28562; recombinant MKP-1, OMFP hydrolysis fluorescence; inhibition, %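 (compounds tested at a single concentration somewhere between 10 and 100 µM)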; hit rate 0.15% among 65,000; AID 374;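 active = inhibition above about 50%, limit read from the data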;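 also: 0% = DMSO max control wells and 100% = wells with enzyme stopped by NaOH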
Target sequence (P28562 whole entry, looked up): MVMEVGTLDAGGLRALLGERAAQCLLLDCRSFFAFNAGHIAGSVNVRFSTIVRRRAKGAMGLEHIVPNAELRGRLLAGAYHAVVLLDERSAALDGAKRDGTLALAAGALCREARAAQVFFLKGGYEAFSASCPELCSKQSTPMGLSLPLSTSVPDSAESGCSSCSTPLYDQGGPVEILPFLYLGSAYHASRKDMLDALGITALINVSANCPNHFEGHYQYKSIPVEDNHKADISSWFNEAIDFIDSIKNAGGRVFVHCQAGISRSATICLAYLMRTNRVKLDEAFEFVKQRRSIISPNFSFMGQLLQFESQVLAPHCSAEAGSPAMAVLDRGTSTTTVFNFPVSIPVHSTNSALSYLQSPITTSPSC
JNK3 blocker = blocks human JNK3 kinase activity | purified JNK3 kinase activity, HTS | hit rate 0.61% among 60,000 | inhibition, % at 8 µM | AID 746; in the data active = inhibition above about 17%;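 also: 0% = DMSO and 100% = reference inhibitor; many of its hits are not listed in these tables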
PKA kinase inh = PKA (human) kinase inhibition; inhibition, % at 6 µM; P17612; hit rate 0.1% among 65,000; AID 524; PKA Kemptide phosphorylation, Kinase-Glo ATP luminescence;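 active = inhibition above the screen-wide mean inhibition plus 3 SD, cut at about 21% in these data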; also: many of its hits are not listed in these tables
Cdc25B inh = human M-phase inducer phosphatase 2 inhibition. P30305. recombinant Cdc25B, OMFP fluorescence Ex485/Em525. inhibition, %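 (compounds tested at 10 µM final in the well)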. hit rate 0.1% among 65,000. AID 368; in the data active = inhibition above about 50%
Target sequence (P30305 whole entry, looked up): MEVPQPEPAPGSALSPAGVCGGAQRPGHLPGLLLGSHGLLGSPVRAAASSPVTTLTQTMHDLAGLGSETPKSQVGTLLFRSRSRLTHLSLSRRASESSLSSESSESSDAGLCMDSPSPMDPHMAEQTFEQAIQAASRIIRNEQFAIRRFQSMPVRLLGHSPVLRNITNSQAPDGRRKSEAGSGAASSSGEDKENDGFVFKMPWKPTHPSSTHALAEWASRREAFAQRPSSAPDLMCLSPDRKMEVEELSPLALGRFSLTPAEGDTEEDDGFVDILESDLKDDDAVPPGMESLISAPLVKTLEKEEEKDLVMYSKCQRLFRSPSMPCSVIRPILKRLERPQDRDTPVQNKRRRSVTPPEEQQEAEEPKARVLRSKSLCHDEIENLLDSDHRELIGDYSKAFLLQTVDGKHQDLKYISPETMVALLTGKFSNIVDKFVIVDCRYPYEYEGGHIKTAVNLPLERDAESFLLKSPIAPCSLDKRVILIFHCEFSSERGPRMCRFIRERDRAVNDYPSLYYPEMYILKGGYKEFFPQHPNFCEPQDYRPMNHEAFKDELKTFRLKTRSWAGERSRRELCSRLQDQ
ROCK2 inh = blocks human Rho kinase 2 activity; hit rate 0.35% among 60,000; inhibition, % at 6 µM; O75116; purified ROCK2, Kinase-Glo ATP depletion luminescence;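 active = inhibition above the screen-wide mean inhibition plus 3 SD, cut at about 18% in these data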;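 also: plate controls were DMSO wells for no effect and Y-27632 control wells after no-enzyme background subtraction for full effect; many of its hits are not listed in these tables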
HEK293 NFkB inh = inhibitors of the PMA/ionomycin-induced NF-kB reporter in HEK293 cells; inhibition, % at 3 µM; hit rate 0.21% among 62,000; HEK-293 NF-kB luciferase reporter, luminescence; AID 465;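 active = inhibition above the mean of all tested compounds plus 3 SD, cut at about 40% in these data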;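 also: 0% = stimulated DMSO wells and 100% = 10 µM reference inhibitor 5653914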
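Material: HEK-293 cells with stable firefly luciferase reporter driven by four HIV NF-kB elements / Also added: PMA plus ionomycin mix as NF-kB-activating stimulus / Compound dosing: 3 µM once, 0.30% DMSO / Times: 1 h pretreatment, 16 h stimulation, 37 °C / Signal: luminescence / Evaluation: per-plate % inhibition versus controls / Benchmarks: DMSO and 10 µM reference inhibitor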
An asterisk follows results filed as active; i = inactive; nt = not tested or not shown; [ ] = another dose, or the depositor's remark.

SMILES | MMP13 inh | Jurkat tox 60K | TNAP act DEA | MKP-1 inh | JNK3 blocker | PKA kinase inh | Cdc25B inh | ROCK2 inh | HEK293 NFkB inh
CCN(CC)S(=O)(=O)c1cccc(-c2nnc(SCC(=O)c3cc(C)n(C)c3C)o2)c1 | -0.4 | -8.8 | 0.9 | 2.2 | 10.9 | 9.3 | 2.1 | 4.4 | 11.4
CCCS(=O)(=O)NCCc1cc2c(OC)ccc(OC)c2[nH]c1=O | 1.3 | -1.2 | 1 | 23.1 | -2.4 | 8.0 | 5.6 | 5.8 | -4.1
Cc1ccccc1C(=O)NC1CC(C)(C)NC(C)(C)C1 | -6.5 | -7.5 | 0.9 | 3.2 | 7.3 | 10.3 | -16.1 | 12.9 | -0.3
C=CCn1c(=N)c(C(=O)NCCCOC)cc2c(=O)n3cc(C)ccc3nc21 | i[fluorescence artefact?] | -7.0 | 0.9 | -14.0 | -4.8 | 5.6 | 7.4 | 5.0 | -6.1
COC(=O)c1cc(OC)c(OC)cc1NC(=O)C1CCC(=O)N1S(=O)(=O)c1ccc(C)cc1 (configuration not stated) | 2.2 | 0.1 | 1 | 11.8 | -5.8 | 6.7 | 4.5 | -1.0 | 24.5
Cc1oc(-c2ccc(Cl)cc2)nc1CN1CCC(C(=O)NCc2cccnc2)CC1 | 6.1 | 7.4 | 1 | 11.2 | -8.6 | 6.5 | -11.1 | -4.1 | 8.8
c1ccc2c(-n3cccn3)cccc2c1 | 1.1 | -3.9 | 0.9 | 22.8 | 4.1 | -2.5 | 3.4 | -1.5 | 3.3
COc1ccc(CC(=O)OCC(=O)Nc2c(C)n(C)n(-c3ccccc3)c2=O)cc1 | 2.1 | nt | 0.9 | 8.8 | nt | -0.7 | -8.6 | nt | 1.9
O=C(CSc1nc2c(sc3ccccc32)c(=O)n1Cc1ccco1)NCC1CCCO1 (configuration not stated) | -3.7 | 1.9 | 1 | 16.1 | -4.0 | 7.6 | -4.9 | 5.1 | 5.2
Cc1cc2cc(CNC(=O)CC(C)C)ccc2n1C | 2.0 | -1.6 | nt | 24.5 | -4.3 | 5.9 | -1.0 | -0.3 | 12.6
COc1cc(NS(=O)(=O)c2ccc(NC(=O)COc3ccccc3C)cc2)nc(OC)n1 | 4.0 | -0.1 | 0.9 | 6.6 | -0.5 | 2.3 | 5.5 | -3.5 | 10.0
CCCCn1c(SCC(=O)N2CCC(C(=O)OCC)CC2)nc2cc(S(N)(=O)=O)ccc21 | 3.0 | nt | 0.9 | nt | nt | 2.4 | nt | nt | 11.4
CC1(C)CC(=O)C2=C(C1)Nc1[nH]n(-c3ccccc3)c(=O)c1C2c1ccc2c(c1)OCO2 (configuration not stated) | 6.3 | -3.7 | 0.9 | -5.3 | -2.8 | 10.9 | -2.2 | 10.1 | 9.3
CCOC(=O)c1ccc(Cn2cnc3ccccc3c2=O)cc1 | 3.2 | -8.0 | 0.8 | -1.2 | 39.2* | 6.7 | -9.8 | 2.0 | -4.4
CCn1c(SCC(=O)c2cccs2)nnc1-c1ccco1 | -2.4 | -8.4 | 0.9 | -14.1 | -0.4 | 0.5 | 8.0 | 3.3 | -0.5
OC(COc1c(Cl)cc(Cl)cc1Cl)CN1CCCCC1 (configuration not stated) | -2.7 | 10.1 | 0.9 | -0.5 | 13.4 | 0.2 | -20.6 | 5.0 | 1.2
O=C(Nc1ccc2c(c1)C(=O)N(C1CCCCC1)C2=O)C1CCCO1 (configuration not stated) | -84.4[fluorescence artefact?] | -1.5 | 1 | 3.3 | 5.5 | 10.9 | -21.6 | 6.3 | 4.3
O=C(O)C1CCCCC1C(=O)OCCCCOC(=O)C1CCCCC1C(=O)O (configuration not stated) | 2.2 | -2.3 | 1 | 6.3 | -6.1 | 0.4 | 2.9 | 2.2 | 11.7
N#CCn1c(C2CCCCC2)nc2ccccc2c1=O | 5.0 | nt | 0.9 | 27.7 | nt | 10.9 | -7.9 | nt | 7.5
Cc1ccc2oc(-c3ccc(NC(=O)CC(C)C)cc3)nc2c1 | -150.8[fluorescence artefact?] | 4.8 | 0.9 | -2.2 | 3.0 | 9.4 | 31.7 | 6.3 | -64.8
CNC(=O)CCC(=O)Nc1ccc(C(=O)OC)cc1 | 3.4 | 0.7 | 1 | -4.8 | -3.6 | 2.8 | -9.5 | -3.1 | -23.8
Cc1cnc(NC(=O)CN2CCN(c3ccccn3)CC2)s1 | 1.7 | 4.5 | 0.9 | 30.1 | 0.6 | 7.9 | -13.5 | 0.7 | 8.0
CC1(C)Cc2noc(N)c2C(C)(C)N1OC(=O)c1scc2c1OCCO2 | 3.5 | 1.1 | 0.9 | -6.1 | -10.3 | 15.1 | -0.3 | 4.0 | 17.4
O=C(NCc1cccnc1)c1cccc(C(F)(F)F)c1 | 2.0 | 1.1 | 1 | -4.5 | -3.6 | 5.2 | 3.0 | -1.3 | 17.0
O=C(Cn1[nH]c(=O)c2ccccc2c1=O)Nc1cccc(-c2nnc3n2CCCCC3)c1 | -2.5 | 4.6 | 0.9 | 17.2 | -2.8 | 6.8 | 2.8 | 4.7 | 8.6
N#CC(C#SN)=C1CCCCC1 | -0.2 | -0.5 | 0.9 | -14.2 | 1.5 | 8.4 | -2.9 | 7.9 | 9.6
CCOC(=O)N1CC=C2C(C#N)=C(N)C(C#N)(C#N)[C@H](c3ccccc3OCC)[C@H]2C1 | -3.5 | -6.3 | 0.9 | 5.5 | -0.3 | 5.7 | -3.2 | 0.3 | 13.2
CCSC1=C(C#N)C(c2ccccc2OC)CC(=O)N1 (configuration not stated) | 2.5 | 4.8 | 0.8 | -1.7 | -8.0 | 0.4 | -13.9 | -0.3 | 10.2
CN1CCN(C2=C(Cl)C(=O)N(c3cccc(Cl)c3)C2=O)CC1 | 4.1 | 1.7 | 0.8 | -4.7 | -7.1 | 2.3 | -4.1 | 1.6 | 12.5
N#Cc1nc(COc2ccc(Br)cc2)oc1NCCCn1ccnc1 | 2.4 | 4.3 | 1 | -10.5 | -1.2 | 9.3 | 0.9 | 4.0 | 17.0
CCCc1cc(C(=O)Nc2cc(C)nn2-c2ccccc2)no1 | 5.6 | 2.4 | 0.9 | 4.6 | 0.4 | -6.7 | -6.1 | -4.5 | 2.9
Cc1nc(NC(C)c2ccccc2)c2oc3ccccc3c2n1 (configuration not stated) | -1.8 | 29.7* | 0.9 | 26.4 | -2.3 | 1.4 | -8.7 | -1.5 | 4.8
COc1ccc(Nc2nccc3c2nnn3C)cc1 | 1.5 | -2.4 | 0.9 | -3.1 | -9.2 | 3.9 | 3.3 | 1.6 | -36.7
CCOC(=O)c1[nH]c(C)c(C(=O)N(C)Cc2ccccc2)c1C | -0.7 | -7.2 | 1 | 8.9 | 1.3 | 4.6 | -6.7 | 5.0 | -11.1
COc1ccc(N2CCN(C(=O)Cc3nn(C)c(=O)c4ccccc34)CC2)cc1 | 4.3 | 3.8 | 0.9 | 2.7 | 1.6 | 7.5 | -5.0 | 7.4 | 9.2
O=C(Nc1nnc(COc2ccccc2)s1)c1ccco1 | 2.8 | 1.1 | 0.9 | -19.4 | -4.1 | 5.6 | 1.3 | 7.0 | 16.0
Cc1cc(C)n(-c2ccc(C(=O)OCn3nnc4ccccc4c3=O)cc2)n1 | -3.2 | 3.6 | 1 | 3.6 | -0.1 | 5.5 | 6.1 | 0.6 | 17.2
CCOc1ccccc1N(CC(=O)Nc1ccc(C)cc1)S(C)(=O)=O | -0.6 | -2.6 | 0.9 | 14.8 | -1.8 | -3.8 | -6.7 | 1.4 | 1.9
O=C(CN1CCN(CCC(=O)Nc2ccccc2F)CC1)Nc1ccc(Cl)cc1 | -8.8 | -5.7 | 0.9 | 4.5 | 11.5 | -0.7 | 2.0 | 2.2 | 8.3
O=C(NC1CCCC1)C(c1ccccn1)N(C(=O)c1csnn1)C1CC1 (configuration not stated) | 0.8 | -3.8 | 0.9 | 9.5 | -0.4 | 7.2 | -3.8 | 7.5 | 14.2

One compound at a time, from the list above. Values in the order: MMP13 inh, Jurkat tox 60K, TNAP act DEA, MKP-1 inh, JNK3 blocker, PKA kinase inh, Cdc25B inh, ROCK2 inh, HEK293 NFkB inh
Record of Cc1cnc(NC(=O)CN2CCN(c3ccccn3)CC2)s1 → 1.7, 4.5, 0.9, 30.1, 0.6, 7.9, -13.5, 0.7, 8.0
Record of N#CC(C#SN)=C1CCCCC1 → -0.2, -0.5, 0.9, -14.2, 1.5, 8.4, -2.9, 7.9, 9.6
Record of CCCc1cc(C(=O)Nc2cc(C)nn2-c2ccccc2)no1 → 5.6, 2.4, 0.9, 4.6, 0.4, -6.7, -6.1, -4.5, 2.9

The list goes on.
SMILES | MMP13 inh | Jurkat tox 60K | TNAP act DEA | MKP-1 inh | JNK3 blocker | PKA kinase inh | Cdc25B inh | ROCK2 inh | HEK293 NFkB inh
O=C(Nn1cnnc1)c1ccccc1-c1ccccc1 | 3.8 | 6.5 | 1 | 3.7 | -4.0 | 1.9 | -11.2 | 1.3 | 5.8
CCCCOC(=O)Nc1ccc(S(=O)(=O)Nc2nc(C)cc(C)n2)cc1 | 9.1 | nt | 0.9 | -18.9 | 1.0 | 1.6 | -21.0 | 1.6 | nt
O=C(CCn1cccc1)NCCc1ccc(Cl)cc1 | 3.5 | -1.8 | 0.9 | -4.1 | 1.0 | 8.5 | -5.8 | 1.9 | 1.5
CC(=O)Nc1cccc(Oc2nc(C)cc(C)c2C#N)c1 | 4.3 | -3.5 | 0.9 | -2.8 | 0.6 | 9.1 | -8.2 | 0.8 | 15.4
CCn1ncc(Br)c1C(=O)Nc1sc2c(c1C(=O)OC)CCC2 | 2.6 | 8.4 | 0.9 | 7.9 | -4.3 | -5.8 | -10.0 | -8.3 | 3.4
Nc1nc(SCC(=O)N2CCCc3ccccc32)[nH]c(=O)c1-c1ccccc1 | -3.8 | -3.5 | 0.8 | 2.9 | 4.7 | 4.7 | -12.0 | 5.1 | 1.0
COCCSc1ccccc1C(=O)Nc1nnc(C)s1 | 3.3 | 7.7 | 1 | 38.8 | 3.9 | -7.3 | 3.7 | -9.2 | 15.3
CCOc1ccccc1Nc1nc2ccccc2[nH]1 | 5.6 | -0.9 | 0.9 | -1.9 | 2.6 | 2.0 | -8.6 | 3.4 | -5.5
Cc1cc(C)nc(N2CCN(c3nnnn3-c3ccccc3)CC2)n1 | -1.8 | -1.3 | 0.9 | 10.7 | -6.0 | -2.8 | -1.5 | -1.9 | 19.8
Cc1oc(-c2ccc(Cl)cc2)nc1CN1CCCC(C(=O)N2CCN(C(=O)c3ccco3)CC2)C1 (configuration not stated) | -6.0 | 61.9* | 0.9 | 15.2 | 1.1 | -1.4 | -3.1 | 0.6 | 37.6
CCCc1cc(=O)n2[nH]c(NCc3cccs3)nc2n1 | 0.6 | nt | 1 | 19.8 | nt | 4.1 | -6.5 | nt | 17.8
Cc1c(NC(=O)CN2c3cccc4cccc(c34)S2(=O)=O)c(=O)n(-c2ccccc2)n1C | -16.7 | -3.8 | 0.9 | -5.5 | 3.0 | 2.5 | -6.8 | 7.7 | 5.8
CCC(CC)n1[nH]c(=O)cc1N | 5.3 | nt | 0.9 | -15.7 | -3.9 | 2.0 | -12.3 | 2.0 | nt
COc1ccc(C)cc1Cn1c(S(C)(=O)=O)nc2ccccc21 | 8.8 | -1.1 | 1 | 0.7 | -4.7 | 4.2 | -7.4 | -1.4 | 11.4
CC1CCN(C(=O)COc2ccccc2F)CC1 | -1.8 | -4.3 | 0.9 | 2.8 | -1.5 | -0.2 | -0.7 | 2.8 | 8.1
COc1ccc(C2C3=C(CCCC3=O)Nc3nc4ccccc4n32)c(OC)c1OC (configuration not stated) | -48.5 | 0.4 | 1 | 3.1 | -0.8 | 11.9 | 2.6 | 7.3 | 1.1

Bioassay records: PubChem BioAssay, several laboratories
